CD11b adhes inh: inhibitors of human CD11b/CD18 binding to fibrinogen | actives 0.54% (n = 93,000) | K562 CD11b/CD18 adhesion to fibrinogen, ATPlite luminescence; Mn2+ added to activate the integrin | P05107+P11215 | inhibition, % at 10 µM;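 active = primary inhibition of 50% or more at 10 µM, then 40% or more on retest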; also: some results filed as inactive read as strong as hits
Target sequence (P05107 whole entry, looked up, other chains not shown): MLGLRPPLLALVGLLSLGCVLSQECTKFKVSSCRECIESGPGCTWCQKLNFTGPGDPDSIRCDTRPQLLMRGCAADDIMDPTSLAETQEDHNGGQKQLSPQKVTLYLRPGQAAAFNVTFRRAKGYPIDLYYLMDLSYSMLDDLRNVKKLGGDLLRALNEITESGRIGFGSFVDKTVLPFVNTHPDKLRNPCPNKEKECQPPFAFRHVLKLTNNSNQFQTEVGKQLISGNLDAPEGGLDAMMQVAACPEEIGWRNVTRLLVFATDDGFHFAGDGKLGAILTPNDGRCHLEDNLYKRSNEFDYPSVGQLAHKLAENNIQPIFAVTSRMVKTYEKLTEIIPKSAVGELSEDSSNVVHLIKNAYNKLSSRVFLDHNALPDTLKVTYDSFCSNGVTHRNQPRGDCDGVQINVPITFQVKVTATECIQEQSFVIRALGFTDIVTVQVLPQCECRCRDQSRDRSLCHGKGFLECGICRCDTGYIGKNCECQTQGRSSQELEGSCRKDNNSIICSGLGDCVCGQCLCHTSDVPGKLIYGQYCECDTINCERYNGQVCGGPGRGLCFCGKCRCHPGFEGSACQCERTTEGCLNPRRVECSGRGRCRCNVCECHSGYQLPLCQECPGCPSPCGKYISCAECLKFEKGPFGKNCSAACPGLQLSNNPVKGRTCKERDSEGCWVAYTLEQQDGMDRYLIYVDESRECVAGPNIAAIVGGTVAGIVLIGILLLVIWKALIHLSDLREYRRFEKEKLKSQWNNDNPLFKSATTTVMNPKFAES
sEH act: increases human soluble epoxide hydrolase activity; P34913; purified human sEH enzymatic activity, activator screen; activation, % at 2 µM; actives 0.04% (n = 91,000); AID 717; in the data active = activation above about 37%; also: values of inactives mirror those of a sister screen read the other way
PLAP act: activates human placental alkaline phosphatase; activation fold at 20 µM; P05187; actives 1.2% (n = 96,000); purified PLAP enzyme, luminescent substrate read-out; stronger effect = higher value; AID 696; in the data active = activation fold above about 2
PostGolgi ctrl: inhibits growth of the yeast control strain. efflux-deficient yeast background strain, growth absorbance A615, 16 h. inhibition, % at 10 µM. actives 5% (n = 98,000). AID 738
S1P2 antag: blocks the human S1P2 receptor | O95136 | cell-based S1P2 antagonist assay, inhibition at 5 uM | inhibition, % at 5 µM | actives 0.21% (n = 97,000); in the data active = inhibition above about 45%;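 also: CRE beta-lactamase reporter cells expressing human S1P2 stimulated with S1P; 0% = agonist at EC80 alone and 100% = agonist plus reference antagonist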
sEH inh: soluble epoxide hydrolase (human) inhibition. inhibition, % at 2 µM. recombinant human sEH enzymatic activity assay. P34913. actives 0.34% (n = 91,000); in the data active = inhibition above about 80%; also: values of inactives mirror those of a sister screen read the other way; many of its hits are not listed in these tables
PostGolgi yeast: growth inhibition of a yeast mutant, post-Golgi transport screen; post-Golgi transport phenotypic cell assay; inhibition, % at 10 µM; actives 0.9% (n = 98,000);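 also: yeast cells grown in 1536-well plates; yeast grown about 18 h at 30C before absorbance read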
S1P2 agonist: S1P2 (human) receptor agonism; S1P2-expressing cell line, agonist reporter read-out; activation, % at 4.5 µM; actives 0.46% (n = 97,000); O95136; in the data active = activation above about 16%;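 also: 0% = vehicle low control and 100% = maximal reference agonist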
E coli WT exp: growth inhibitors of E. coli BW25113 wild type | actives 0.15% (n = 98,000) | OD600 absorbance | growth inhibition, % at 100 µM;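 active = growth inhibition above about 50% at one test dose, limit read from the data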;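 also: growth measured after 20 h incubation at 37 °C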
* = called active by the depositor; / = no result given. Rule as the data show it, unless noted: active = inhibition above about 30%; inactive = the rest.

SMILES	CD11b adhes inh	sEH act	PLAP act	PostGolgi ctrl	S1P2 antag	sEH inh	PostGolgi yeast	S1P2 agonist	E coli WT exp
CC(=O)c1[nH]c(C)c(C(C)=O)c1C	/	2	1.1	-2	-8	-3	-2	-1	0
Cc1ccc(S(=O)(=O)N(C)C2(C)CCS(=O)(=O)C2)cc1 (stereo not drawn)	-27	2	0.8	-2	-2	-3	-4	-5	4
Cn1c(SCc2nc(-c3ccc(Cl)cc3)no2)nnc1-c1cccs1	3	18	0.9	-5	-3	-15	-6	-2	0
Cc1ccc(C)n1-c1ccc(-c2nnc3n2CCCCC3)s1	5	-5	1.6	-3	18	6	1	-4	1
CCCc1nc(SCc2ccccc2Cl)n[nH]1	-34	4	2.2*	2	-35	-2	-1	-1	7
N#Cc1c(-c2ccccc2)c(-c2ccccc2)n(Cc2ccco2)c1NC(=O)c1cccs1	-1	-7	1	23	-19	7	3	-1	-10
CN(CCC#N)C(=O)Cn1nc(Cc2ccncc2)c2ccccc2c1=O	4	/	1	2	17	/	0	-9	6
O=C(COc1ccc(-c2ccccc2)cc1)N/N=C/c1ccccc1Br	/	-13	1	7	16	12	-1	-7	-29
Cc1oc(CC(C)C)c(CN2CCCC2)c1C(=O)O	-2	4	1	-4	14	-3	-2	-8	-3
Cc1ccc(CNC(=O)CCCn2c(=O)c3ccccc3n(CC(=O)NCc3ccco3)c2=O)cc1	/	0	/	14	-4	5	2	-5	-5
O=C(CSc1nnc(CNc2cccc(Cl)c2)o1)OC1CCCCC1	/	-16	1.1	31*	-14	18	25	-5	2
CC1(C)CC(=O)C=C(NCc2ccco2)C1	-9	7	0.9	/	9	-8	/	-4	/
CCN(CC)Cc1c(O)ccc2c(-c3ccccc3)cc(=O)oc12	-13	-1	1.1	6	5	1	4	-7	6
O=C(CSc1ccc2nnc(-c3ccccn3)n2n1)NCc1ccc2c(c1)OCO2	/	2	/	28	-9	-2	1	-4	7
Cc1ccccc1NC(NC(=O)c1cccs1)C(Cl)(Cl)Cl (stereo not drawn)	9	-15	0.8	7	-4	17	4	-4	-3
O=C(N/N=C/c1c[nH]c2ccc(Br)cc12)c1ccn(Cc2ccc(Cl)cc2Cl)n1	/	-11	1.1	15	28	12	3	-5	-6
CCOC(=O)CSc1nnc(CNC(=O)c2ccc(S(=O)(=O)N3CCCC3)cc2)n1C	-17	-9	1.2	-6	-12	10	-9	-3	-1
CC(=O)N(C)c1nnc(-c2cnccn2)s1	/	3	1	-5	14	-1	-4	0	9
COc1ccccc1CNC(=O)CC(NS(=O)(=O)c1ccc(C)cc1)c1ccco1 (stereo not drawn)	-24	-13	1	8	23	11	-1	-4	-6
CC(C)(C)n1nc2c(c1NC(=O)Cc1ccc(F)cc1)CSC2	-2	/	1.5	2	-15	/	2	-4	-6
CC(=O)c1ccc(OCC(O)CN2CCN(CC(O)COc3ccc(C(C)=O)cc3)CC2)cc1 (stereo not drawn)	/	8	/	/	10	-8	/	-6	/
CCCN(CCC)CCSc1nc(O)c(C(C)C)c(=O)[nH]1	-6	/	1	7	/	/	5	/	-3
COCCOC(=O)c1c(C)oc2ccc(OC(=O)c3ccc4c(c3)OCO4)cc12	18	4	1.4	8	-10	-3	-16	1	-9
Cc1ccc(-c2csc(N)n2)s1	-11	/	1	10	4	/	-8	-8	14
O=C(OCCO)c1cc(Cl)c(C(=O)OCCO)cc1Cl	-1	/	1.1	-3	/	/	6	/	-2
Other compounds:
SMILES	CD11b adhes inh	sEH act	PLAP act	PostGolgi ctrl	S1P2 antag	sEH inh	PostGolgi yeast	S1P2 agonist	E coli WT exp
CCOC(=O)c1ccccc1NC(=O)CC1SC(=NC)N(C)C1=O (stereo not drawn)	-20	/	1.2	3	/	/	4	/	-2
O=C(N/C=N/O)C1=NOC(CNc2ncc(C(F)(F)F)cc2Cl)C1 (stereo not drawn)	0	-1	1.6	4	5	0	1	-5	26
CC1CCOC2(O1)C(=O)N(CN1CCN(c3ccccc3F)CC1)c1ccccc12 (stereo not drawn)	/	-8	0.8	-1	5	6	-3	-2	0
O=S(=O)(N1CCCCC1)N1CCN(S(=O)(=O)N2CCCCC2)CC1	-10	7	1.1	6	-4	-12	5	-3	-5
O=C(CN1CCOc2ccccc21)NCc1cccs1	-4	2	0.9	26	8	-3	2	-4	2
CN(C)/C=C(/C(=O)c1ccc(Cl)cc1Cl)S(=O)(=O)c1ccc(Cl)cc1	-2	-10	1.3	8	11	9	-3	-8	10
CC(C)C(=O)NC(=S)Nc1ccccc1C(=O)Nc1ccccc1	/	-8	1	19	8	8	-2	-4	-7
CCc1cccc(N=c2c([N+](=O)[O-])nn(-c3ccc(Cl)cc3)n2O)c1	-2	5	0.8	14	-16	-7	-2	-3	5
COC(=O)c1ccc(NC(=O)CNC(=O)C2CCCCC2)cc1	-5	-12	0.9	-10	4	11	-8	-6	-6
CCCCCCCc1nc2c(=O)[nH]c3ccccc3c2o1	/	-5	/	/	-4	6	/	-2	/
FC(F)(F)c1ccc(CN2CCCCCC2)cc1	-7	-15	1	7	-7	17	-9	-3	-10
CCOc1ncccc1C(=O)Nc1ccc(-c2cn3ccsc3n2)cc1	2	/	1	-2	/	/	-3	/	-17
CC1=C(C(=O)Nc2ccccc2)C(c2ccc(O)cc2)N2C(=O)CSC2=N1 (stereo not drawn)	-6	16	0.9	-3	19	-18	1	-3	-7
O=C1c2ccc(Oc3ccc4c(c3)C(=O)N(CCCCO)C4=O)cc2C(=O)N1CCCCO	1	/	1.3	6	1	/	-4	-3	-1
CCCc1nnc(SCC(=O)N2CCCCC2C)n1CC (stereo not drawn)	/	-5	0.9	6	4	8	11	-4	1
CCOc1cccc2cc(C(=O)N3CCN(C/C=C/c4ccccc4)CC3)c(=O)oc12	/	28	/	15	-8	-28	3	-6	-1
C=CCNc1nc(NC(C)(C)CO)nc(OC)n1	/	-11	/	/	-10	15	/	-3	/
CCCc1ccc(C(=O)NNC(=O)c2ccc(Cl)cc2)cc1	13	1	1.1	12	13	2	9	-6	-16
C=C(C)CC1N(c2cccc(OC)c2)C(=O)[C@@H]2C(C(=O)O)[C@H]3C=C[C@@]12O3 (stereo partly drawn)	-19	4	1.3	8	23	-6	22	-7	-2
c1ccc(C(Cc2nc(-c3ccncc3)no2)c2ccccc2)cc1	35	9	0.8	35*	28	-7	-5	-4	8
CCn1c(SCCOc2ccc(Cl)cc2)nnc1-c1cccs1	4	-2	1.5	27	19	1	1	-1	4
CCOC(=O)N1CCN(C(=O)CCCn2c(=O)[nH]c3ccccc3c2=O)CC1	-2	4	1.1	0	3	-2	6	-5	4
c1ccc2c(c1)ncn2CCC1CCCCC1	21	-6	1.2	80*	2	6	-1	1	21
O=C(CCCCCN1C(=O)CCC1=O)Nc1ncn[nH]1	-22	1	1.7	1	-2	-4	5	-3	2
CCN(CCCNC(=O)Cn1ncc2c(=O)oc3ccccc3c21)c1cccc(C)c1	6	-15	1.3	4	28	13	-13	-6	-6

Part of the list above in order of length of the SMILES, descending.
SMILES	CD11b adhes inh	sEH act	PLAP act	PostGolgi ctrl	S1P2 antag	sEH inh	PostGolgi yeast	S1P2 agonist	E coli WT exp
C=C(C)CC1N(c2cccc(OC)c2)C(=O)[C@@H]2C(C(=O)O)[C@H]3C=C[C@@]12O3 (stereo partly drawn)	-19	4	1.3	8	23	-6	22	-7	-2
O=C1c2ccc(Oc3ccc4c(c3)C(=O)N(CCCCO)C4=O)cc2C(=O)N1CCCCO	1	/	1.3	6	1	/	-4	-3	-1
CN(C)/C=C(/C(=O)c1ccc(Cl)cc1Cl)S(=O)(=O)c1ccc(Cl)cc1	-2	-10	1.3	8	11	9	-3	-8	10
CCc1cccc(N=c2c([N+](=O)[O-])nn(-c3ccc(Cl)cc3)n2O)c1	-2	5	0.8	14	-16	-7	-2	-3	5
CC1CCOC2(O1)C(=O)N(CN1CCN(c3ccccc3F)CC1)c1ccccc12 (stereo not drawn)	/	-8	0.8	-1	5	6	-3	-2	0
O=C(N/C=N/O)C1=NOC(CNc2ncc(C(F)(F)F)cc2Cl)C1 (stereo not drawn)	0	-1	1.6	4	5	0	1	-5	26
CCOC(=O)c1ccccc1NC(=O)CC1SC(=NC)N(C)C1=O (stereo not drawn)	-20	/	1.2	3	/	/	4	/	-2
CC(C)C(=O)NC(=S)Nc1ccccc1C(=O)Nc1ccccc1	/	-8	1	19	8	8	-2	-4	-7
COC(=O)c1ccc(NC(=O)CNC(=O)C2CCCCC2)cc1	-5	-12	0.9	-10	4	11	-8	-6	-6
CCCc1ccc(C(=O)NNC(=O)c2ccc(Cl)cc2)cc1	13	1	1.1	12	13	2	9	-6	-16
CCn1c(SCCOc2ccc(Cl)cc2)nnc1-c1cccs1	4	-2	1.5	27	19	1	1	-1	4
O=C(CCCCCN1C(=O)CCC1=O)Nc1ncn[nH]1	-22	1	1.7	1	-2	-4	5	-3	2
CCCCCCCc1nc2c(=O)[nH]c3ccccc3c2o1	/	-5	/	/	-4	6	/	-2	/
CCCc1nnc(SCC(=O)N2CCCCC2C)n1CC (stereo not drawn)	/	-5	0.9	6	4	8	11	-4	1
O=C(CN1CCOc2ccccc21)NCc1cccs1	-4	2	0.9	26	8	-3	2	-4	2
FC(F)(F)c1ccc(CN2CCCCCC2)cc1	-7	-15	1	7	-7	17	-9	-3	-10
c1ccc2c(c1)ncn2CCC1CCCCC1	21	-6	1.2	80*	2	6	-1	1	21

Next part
SMILES	CD11b adhes inh	sEH act	PLAP act	PostGolgi ctrl	S1P2 antag	sEH inh	PostGolgi yeast	S1P2 agonist	E coli WT exp
CCOc1cccc(C(=O)Nc2ccccc2N2CCN(C(=O)C(C)C)CC2)c1	4	9	1.6	6	-14	-7	2	-3	-1
CCOc1ccc(N2C(=O)CC(NCCc3ccc(S(N)(=O)=O)cc3)C2=O)cc1 (stereo not drawn)	10	2	1	0	4	-2	-1	-3	6
O=C(CSCc1nc2ccccc2[nH]1)Nc1ccccc1	36	3	0.9	4	-10	-5	-3	-1	20
COc1ccc(NC(=O)CSc2nnc(-c3ccco3)n2C)cc1	0	/	0.9	-1	/	/	-7	/	9
CS(=O)(=O)c1ccc2nc(NC(=O)CCC(=O)c3cccs3)sc2c1	-12	-11	1	-1	31	13	16	-7	-10
COc1cccc(-c2nc3n(n2)C(c2ccc4c(c2)OCO4)C(C(N)=O)=C(C)N3)c1 (stereo not drawn)	/	-8	1.1	-3	-12	10	-5	2	-12
CCOC(=O)C1=C(CSc2nc(-c3ccccc3)ccc2C#N)OC(N)=C(C#N)C1c1cccnc1 (stereo not drawn)	-6	10	1.3	5	6	-13	61*	-8	-7
N#Cc1ccc(C(=O)NCC(c2ccco2)N2CCCC2)cc1 (stereo not drawn)	-3	6	1	2	25	-6	4	-8	3
Cn1c(Cn2cnc3ccccc32)nnc1SCC(=O)CC(=O)Nc1ccccc1	-5	-3	1.8	2	-16	4	0	-3	16
O=C(NCCc1ccccc1)C1CCCN(S(=O)(=O)c2cccs2)C1 (stereo not drawn)	-2	-48	0.9	7	25	48	0	-6	6
COC(=O)Cc1nnc(NC(=O)C(C)C)s1	1	5	0.9	6	-10	-8	7	1	-1
COc1c(F)c(F)c(C(=O)Nc2cccc(Cl)c2N2CCOCC2)c(F)c1F	22	6	1	7	11	-6	9	1	-1
CC(C)C(OC(=O)c1ccco1)C(=O)NCc1ccco1 (stereo not drawn)	-21	/	1.2	11	/	/	-2	/	-12

Random excerpt: 2 compounds from above, in no set order.
SMILES	CD11b adhes inh	sEH act	PLAP act	PostGolgi ctrl	S1P2 antag	sEH inh	PostGolgi yeast	S1P2 agonist	E coli WT exp
CS(=O)(=O)c1ccc2nc(NC(=O)CCC(=O)c3cccs3)sc2c1	-12	-11	1	-1	31	13	16	-7	-10
COc1ccc(NC(=O)CSc2nnc(-c3ccco3)n2C)cc1	0	/	0.9	-1	/	/	-7	/	9

Screens from PubChem.
